CHRM4 antagonist: CHRM4 antagonism in calcium assay; P08173; CHO-hM4 cells, ACh EC80, Fluo-8 calcium fluorescence; inhibition, % at 3 µM; 0.73% of 360,000 active;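 active means inhibition above its plate's cutoff, the mean inhibition of sample wells plus 3 SD, cut at about 27% in these data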;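 further: 0% = acetylcholine EC80 with DMSO and 100% = DMSO without agonist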
M4 ag: agonists of human muscarinic M4 receptor (CHRM4); 0.14% of 360,000 active; activation, % at 3 µM; CHO-K1 hM4/Gqi5, Fluo-8 calcium fluorescence; vehicle 0%, full acetylcholine response 100%;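 active means activation above the run mean over all test wells plus 3 SD, cut at about 32% in these data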;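 further: peak over basal fluorescence ratio per well then scaled between controls; 0% = DMSO wells and 100% = acetylcholine at EC100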
M5 PAM: positive allosteric modulators of human muscarinic M5 receptor; P08912; CHO-K1 hM5, Fluo-8 calcium, ACh EC20 PAM; 0% = ACh EC20, 100% = ACh EC100; activation, % at 3 µM; 0.3% of 360,000 active;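 active means activation above the run cutoff, the mean activation of all test compounds plus 3 SD, cut at about 18% in these data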
Target sequence (P08912 whole entry, looked up): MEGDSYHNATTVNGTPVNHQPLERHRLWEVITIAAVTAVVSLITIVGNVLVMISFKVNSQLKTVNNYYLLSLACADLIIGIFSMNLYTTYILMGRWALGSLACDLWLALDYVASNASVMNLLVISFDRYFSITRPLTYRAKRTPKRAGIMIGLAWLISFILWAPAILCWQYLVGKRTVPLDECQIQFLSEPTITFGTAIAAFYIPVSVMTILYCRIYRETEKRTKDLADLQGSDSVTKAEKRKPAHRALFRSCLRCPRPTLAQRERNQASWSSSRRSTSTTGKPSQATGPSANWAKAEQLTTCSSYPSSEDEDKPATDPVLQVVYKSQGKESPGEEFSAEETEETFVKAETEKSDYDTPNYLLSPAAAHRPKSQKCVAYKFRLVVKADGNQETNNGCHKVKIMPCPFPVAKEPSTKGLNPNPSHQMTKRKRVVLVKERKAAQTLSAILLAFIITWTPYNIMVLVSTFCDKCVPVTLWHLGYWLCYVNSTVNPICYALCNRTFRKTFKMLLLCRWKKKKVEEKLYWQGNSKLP
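Assay system: CHO-K1 hM5 cells / Incubation: Fluo-8 loading 80 min at 37 °C plus 30 min room temperature / Technique: Fluo-8 calcium dye fluorescence, kinetic read / Repeats: single replicate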
CHRM4 PAM: potentiates acetylcholine response at human M4 receptor; CHO-K1 hM4/Gqi5, Fluo-8 calcium fluorescence, ACh EC20; 0% = ACh EC20, 100% = maximal ACh; activation, % at 3 µM; 0.4% of 360,000 active; AID 624126;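 active means activation above its plate's cutoff, the mean activation of sample wells plus 3 SD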; further: some results filed as inactive read as strong as hits
CRFR2-BP antag: blocks CRF-induced signaling of the CRF-BP/CRF-R2 complex | HEK293 CRF-R2/CRF-BP, CRF-induced calcium fluorescence | inhibition, % at 11.8 µM | 0.59% of 350,000 active;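 active means inhibition of the ligand-induced calcium signal above about 50% at the single tested concentration, limit read from the data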
CRFR2-BP ag: CRF-BP/CRF-R2 complex agonism; HEK293 CRF-R2/CRF-BP, calcium dye fluorescence (FLIPR); percent of saturating CRF peptide response; 0.46% of 350,000 active; activation, % at 13.2 µM;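 active means activation of at least 50%, plus an integration ratio under a set limit after plate pattern correction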;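 further: plate controls were neutral control wells without compound for no effect and CRF at EC100 for full effect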
IDE inh: inhibits human insulin-degrading enzyme in HEK cells | 0.41% of 320,000 active | FAbetaB cleavage, fluorescence polarization | P14735 | inhibition, % at 5.59 µM;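 active means percent inhibition above the average of all tested compounds plus 3 SD, set per screening campaign, cut at about 16% in these data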;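 further: IDE supplied by intact live HEK cells; FP after avidin binding of uncleaved biotin substrate so inhibition keeps polarization high; 0% = DMSO wells and 100% = 60 µM reference IDE inhibitor Ii1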
CHRM5 agonist: CHRM5 agonism in calcium assay. CHO-K1 hM5 cells, Fluo-8 calcium fluorescence; 0% DMSO wells, 100% maximal acetylcholine response. activation, % at 3 µM. 0.19% of 360,000 active;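 active means activation above the run's mean over test compounds plus 3 SD, cut at about 23% in these data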;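 further: signal is peak over basal fluorescence ratio across the kinetic read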
M5 antag: CHRM5 antagonism in calcium assay. P08912. CHO-hM5 cells, Fluo-8 calcium fluorescence, ACh EC80. inhibition, % at 3 µM. 0.59% of 360,000 active. AID 624040;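 active means inhibition above a per-plate cutoff, the mean of that plate's test compounds plus 3 SD, cut at about 27% in these data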;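 further: 0% = acetylcholine EC80 with DMSO and 100% = DMSO without agonist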
* marks the source's active call; other numbers are inactive results; · = no result given.

CHRM4 antagonist	M4 ag	M5 PAM	CHRM4 PAM	Molecule	CRFR2-BP antag	CRFR2-BP ag	IDE inh	CHRM5 agonist	M5 antag
4	18	-14	-10	COc1cc([N+](=O)[O-])cc(/C=N/N(CCC#N)C(C)=O)c1O	-34	1.6	3	3	4
-5	1	-3	1	NC(C(=O)O)C1ON=C(Cl)C1O (configuration not stated)	12	3.2	·	3	1
-7	2	-2	-2	CCCCNC(=O)CCn1nc(-c2ccccc2)c2ccccc2c1=O	5	-0.1	3	-6	5
4	0	-2	2	O=C(O)CC1=C(c2ccc(F)cc2)CCC1=O	9	10	0	1	7
-5	2	1	-2	CCOc1ccc(S(N)(=O)=O)cc1-c1nc2c(C(C)(C)C)nn(C)c2c(=O)[nH]1	10	-2.2	4	-2	4
1	0	-2	-2	CC1=NN(C(=O)c2ccccc2C)C(O)(c2ccc(Cl)cc2)C1 (configuration not stated)	-5	1.1	·	0	2
-13	0	-2	6	NS(=O)(=O)c1ccc(CCNC(=O)CSc2nc3ccsc3c(=O)n2C2CC2)cc1	18	-3.6	4	-4	-7
2	6	-10	-2	CN1CCN(c2nc3ccccn3c(=O)c2/C=C(\C#N)S(=O)(=O)c2ccc(Cl)cc2)CC1	-9	1.1	-4	2	14
6	6	-9	-6	COc1ccc(C(=O)CSc2nnn(-c3cccc(NC(C)=O)c3)n2)cc1	-53	69*	-1	-3	12
-7	3	-2	14	COC(=O)CNC(=O)C1Nc2ccccc2C2C=CCC12 (configuration not stated)	1	-0.5	-4	3	8
4	1	-1	0	Cc1ccnc(NC(c2ccsc2)c2ccc3ccc(C)nc3c2O)c1 (configuration not stated)	-13	1.2	0	-3	9
3	1	4	8	CCc1c(C(=O)O)[nH]c2ccc(Br)cc12	3	0.0	1	-5	4
-1	-1	-2	8	Cc1ccc(C(c2nnnn2CC2CCCO2)N2CCN(c3cccc(C)c3C)CC2)cc1 (configuration not stated)	4	-0.1	8	1	1
-3	1	5	3	Cc1cccc(C(=O)N2CCCC(Nc3ccc(C(C)C)cc3)C2)n1 (configuration not stated)	1	1.7	5	-2	-6
2	1	-2	-4	Cc1cccc(NC(=O)C2CCN(C(=O)c3ccccc3C)CC2)n1	-4	-0.9	-1	1	10
8	3	-3	11	COc1cc(/C=N/Nc2nncn2N)ccc1OCc1c(C)no[n+]1[O-]	3	1.2	0	-3	2
3	1	-5	-6	CC(C)=CCOc1ccc2ccc(=O)oc2c1	0	-0.1	7	0	12
2	0	-1	-2	COc1ccccc1C(=O)NCCC(=O)NCC(c1ccccc1)N(C)C (configuration not stated)	4	-1.0	8	0	4
5	4	-16	-9	COc1ccc(C(=O)c2cnc3ccccc3c2-c2ccccc2)cc1	24	-1.0	7	-6	13
-4	-1	-2	-2	Clc1cccc2sc(N3CCN(c4ccccc4)CC3)nc12	-41	-4.4	3	1	2
-2	3	-1	3	O=C(NCc1ccccc1)c1onc(CSc2ccccn2)c1C(=O)NCc1ccccc1	0	5.1	7	2	12
2	1	-4	0	CCOc1ccc(S(=O)(=O)NCc2ccc3c(c2)OCO3)cc1NC(C)=O	-3	0.2	-7	3	9
0	0	-1	-2	CC(=O)C1=C(O)C(=O)N(c2ccc(Br)cn2)C1c1ccccc1[N+](=O)[O-] (configuration not stated)	7	-0.9	5	-1	-2
2	0	7	0	O=C(O)CCCCCNC(=O)/C(=C\c1ccco1)NC(=O)c1ccco1	-3	-0.7	1	-3	5
-13	1	-9	-1	O=C(NCc1ccc(F)cc1)C1CC(=O)N(C2CCCCC2)C1 (configuration not stated)	9	0.1	-2	-6	11
8	0	-5	-16	NC(=O)Cn1nc(-c2ccccc2)nc1-c1ccccc1	3	-0.3	2	-4	14
7	0	1	-3	Cc1nc(SCC(=O)N(C)C2CCCCC2)[nH]c(=O)c1Cc1ccccc1	-2	-1.0	1	2	2
5	7	-5	-8	CCCc1ccc(OCc2ccc(C(=O)N/N=C/c3cccnc3)o2)cc1	11	-1.7	·	9	5
3	-1	0	-12	COc1ccc2cc3c(N)nn(C(=O)c4ccc(F)cc4)c3nc2c1	3	-6.7	7	3	4
-11	0	5	-3	COc1cc(C=O)ccc1OCc1cn(CC(=O)c2ccc(O)cc2)nn1	8	-0.4	·	3	-17
7	0	-3	14	Cc1nc(-n2ncc(C#N)c2N)c2c3c(sc2n1)CCC3	-12	-2.2	-1	0	3
0	0	-1	5	CCOC(=O)N1CCN(C(=O)CN(C)S(=O)(=O)c2ccc3c(c2)C(C)(C)C(=O)N3C)CC1	7	-0.8	4	2	3
1	1	5	2	CC1CN(C(=O)c2ccccc2Sc2ccccc2C#N)CC(C)O1 (configuration not stated)	0	-1.5	0	-7	-3
-7	0	3	0	O=C1CCC[C@@H]2CC(N3CCCCC3)C[C@@H]3CCN1[C@H]23 (some centres not stated)	-5	-3.4	·	-1	-10
-9	1	7	5	O=C(Nc1c2c(nn1-c1ccccc1)CS(=O)(=O)C2)C1CCCC1	8	-1.5	0	1	-13
5	1	4	3	COc1ccc(N=Cc2ccc(CNS(=O)(=O)c3ccc(Cl)cc3)o2)cc1	-24	-0.9	5	-1	-1
10	1	-2	2	COc1ccc2nc(N3C(=O)C(O)=C(C(=O)c4ccco4)C3c3ccco3)sc2c1 (configuration not stated)	3	-0.5	·	0	4
6	0	-9	-5	CC(OC(=O)C1CC(=O)N(Cc2ccco2)C1)C(=O)Nc1ccccc1[N+](=O)[O-] (configuration not stated)	-3	-0.9	3	2	12
1	1	7	5	N#Cc1c(NC(=S)NC(=O)c2ccccc2)sc2c1CCCC2	-60	1.7	10	-3	-8
-3	0	11	6	COc1cccc(NC(=O)c2sc(Cl)nc2C)c1	-6	-1.3	2	-7	-4

Six neighbouring compounds from above:
CHRM4 antagonist	M4 ag	M5 PAM	CHRM4 PAM	Molecule	CRFR2-BP antag	CRFR2-BP ag	IDE inh	CHRM5 agonist	M5 antag
-7	0	3	0	O=C1CCC[C@@H]2CC(N3CCCCC3)C[C@@H]3CCN1[C@H]23 (some centres not stated)	-5	-3.4	·	-1	-10
-9	1	7	5	O=C(Nc1c2c(nn1-c1ccccc1)CS(=O)(=O)C2)C1CCCC1	8	-1.5	0	1	-13
5	1	4	3	COc1ccc(N=Cc2ccc(CNS(=O)(=O)c3ccc(Cl)cc3)o2)cc1	-24	-0.9	5	-1	-1
10	1	-2	2	COc1ccc2nc(N3C(=O)C(O)=C(C(=O)c4ccco4)C3c3ccco3)sc2c1 (configuration not stated)	3	-0.5	·	0	4
6	0	-9	-5	CC(OC(=O)C1CC(=O)N(Cc2ccco2)C1)C(=O)Nc1ccccc1[N+](=O)[O-] (configuration not stated)	-3	-0.9	3	2	12
1	1	7	5	N#Cc1c(NC(=S)NC(=O)c2ccccc2)sc2c1CCCC2	-60	1.7	10	-3	-8

Further structures follow:
CHRM4 antagonist	M4 ag	M5 PAM	CHRM4 PAM	Molecule	CRFR2-BP antag	CRFR2-BP ag	IDE inh	CHRM5 agonist	M5 antag
-3	2	-4	-4	COc1ccc(/C=C/C(=O)c2ccc3ccccc3c2O)cc1CN1CCOCC1	-5	1.9	2	-1	-4
-3	1	-2	0	O=C(c1ccccc1F)N1CCN(Cc2ccc3c(c2)OCO3)CC1	16	-0.3	2	-2	7
-1	1	4	1	Cn1c(=O)c2c(nc(CN3CCN(CCO)CC3)n2Cc2ccccc2Cl)n(C)c1=O	-17	-3.9	3	0	-3
4	0	-4	-3	CC(C)=NNc1nc2c(c(=O)[nH]c(=O)n2C)n1CCCc1ccccc1	18	-1.3	2	-3	-2
-1	0	6	6	COc1ccc(NC(=O)c2nc[nH]c2C(=O)N[C@@H](CC(C)C)C(=O)OC(C)(C)C)cc1	10	0.4	3	1	1
-10	2	-10	2	Cc1ccc(NC(=O)Cn2cnc(C(=O)Nc3ccc(C)c(C)c3)n2)cc1C	-3	-2.1	·	1	2
8	0	-11	-6	CCc1ccc(NC(=O)C(C)OC(=O)c2ccc(NS(=O)(=O)c3ccc(C)c([N+](=O)[O-])c3)cc2)cc1 (configuration not stated)	2	0.5	1	-3	10
0	0	3	2	CCCCn1c(N)c(N(CCOC)C(=O)CC(NC(=O)c2ccccc2)c2ccccc2)c(=O)[nH]c1=O (configuration not stated)	6	-1.9	-4	-4	10
21	1	-13	-14	O=C(CN1CCCC1)NC(c1ccccc1)c1ccccc1	7	0.1	2	-23	5
-3	1	-7	-3	O=C1OCC(CO)(CO)N=C1NNc1ccccc1Cl	-7	0.9	-5	0	-1
-6	0	-2	-12	NNC(=O)c1nc(-c2cccc(-n3cccc3)c2)no1	26	-0.9	1	0	9
-3	10	-5	-9	O=C(CCSc1ccc(Cl)cc1)N1CCN(c2ccc(O)cc2)CC1	7	-1.4	2	3	13
8	1	-1	8	CC(C)NC(=O)NC(=O)COC(=O)c1cc[n+]([O-])cc1	3	1.2	-1	-2	4
18	6	-15	-16	COc1cc(/C=N/Nc2nc(Nc3ccc(C)cc3)nc(-n3nc(C)cc3C)n2)cc(OC)c1OC	28	-2.3	-4	-1	19
-18	0	-1	14	CCOCCn1c(CN2CCN(C)CC2)nc2c1c(=O)n(C)c(=O)n2C	-4	0.5	-3	0	-2
5	1	-2	-1	Cc1ccc(OCCSc2nc3ccccc3n2CC(=O)O)cc1	15	-1.1	2	2	7
9	4	-6	-8	CCN(CC)CCNC(=O)C1CCN(S(=O)(=O)c2c(C)noc2/C=C/c2ccccc2F)CC1	-12	2.3	-1	-7	11
3	5	2	-2	O=[N+]([O-])c1ccc(NN=Cc2ccc(O)cc2O)nc1	-18	5.4	·	10	3
9	1	-3	-2	O=C(Nc1nc(-c2ccccc2)cs1)c1ccc(Br)o1	-9	0.8	3	-2	7
-12	2	3	19	CCc1cc(=O)n2c([nH]c3ccccc32)c1C#N	2	11	11	-1	-7

Screens: PubChem, several laboratories
